Bioassay records from PubChem BioAssay.
KB-V1 MDR tox: KB-V1 MDR subline cytotoxicity; AID 1347076; Potency, µM (doses to about 46.1 µM), for the others: top-dose activity change, negative = cytotoxicity, actives largely listed as cytotoxic; actives 3.4% (n = 400,000); KB-V1 MDR cells viability, CellTiter-Glo, 72 h; further: on the % scale 0 is the no-effect control and ±100 the full control effect; nearly all actives have a fitted effect of over 60% in size
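Potencies derive from concentration-effect curves fitted to normalized luminescence (CellTiter-Glo) of KB-V1 cells treated for 72 h at 37 degrees C in phenol-red-free DMEM containing 10% FBS.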
HT1080 IDH1KD tx: toxicity to HT-1080 IDH1 knockdown cells (counter line); HT-1080 IDH1 knockdown viability, ATP luminescence, 48 h; Potency, µM (series often up to 46.1 µM), for inactives: at the top dose activity, negative = toxicity, actives largely listed as cytotoxic; actives 2% (n = 360,000); AID 686971;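 further: 0% = DMSO wells and -100% = cell-free medium wells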
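HT-1080-IDH1KD cells (IDH1 knocked down), 750/well in RPMI with 5% FBS, treated with compound 48 h at 37 degrees C. Viability by CellTiter-Glo luminescence, normalised to DMSO and no-cell wells; concentration-response curves classed.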
GLP-1R agonist: GLP-1 receptor (human) agonism; HEK293 GLP-1R CRE-luciferase, luminescence, 4-6 h; cells express a hypersensitive GLP-1R form; Potency, µM (highest dose often 45.6 µM), inactives show at the top dose activation, actives largely listed as activators; actives 0.007% (n = 380,000); AID 624172; further: % of control where 0% means no effect
Target sequence (P43220 whole entry, looked up): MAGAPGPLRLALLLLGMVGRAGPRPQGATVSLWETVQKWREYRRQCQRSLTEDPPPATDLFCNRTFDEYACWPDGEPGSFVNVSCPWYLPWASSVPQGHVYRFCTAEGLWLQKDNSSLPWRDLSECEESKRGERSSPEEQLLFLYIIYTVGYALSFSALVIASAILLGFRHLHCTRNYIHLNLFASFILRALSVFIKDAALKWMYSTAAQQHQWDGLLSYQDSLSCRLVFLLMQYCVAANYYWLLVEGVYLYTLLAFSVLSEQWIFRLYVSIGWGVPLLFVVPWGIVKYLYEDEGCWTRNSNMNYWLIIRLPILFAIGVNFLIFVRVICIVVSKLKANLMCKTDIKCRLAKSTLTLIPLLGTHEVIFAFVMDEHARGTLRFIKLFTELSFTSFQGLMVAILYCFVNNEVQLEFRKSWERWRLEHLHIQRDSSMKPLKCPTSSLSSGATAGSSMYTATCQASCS
SW480 rereplic: DNA re-replication induction in SW480 cells; Potency, µM (doses to about 46.1 µM), for inactives: at the top dose re-replication activation, most hits filed as activators; actives 1.8% (n = 340,000); SW480 DNA re-replication, Hoechst DNA content imaging, 48 h; further: % of control where 0% means no effect; nearly all actives have a fitted effect of over 55% in size
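Image-based DNA-content assay: after two days of treatment, nuclei were labelled with the DNA dye Hoechst and imaged, and hits were compounds raising the count of nuclei showing high fluorescence intensity.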
KB-3-1 tox: kills parental KB-3-1 adenocarcinoma cells. AID 1347075. actives 1.4% (n = 400,000). KB-3-1 viability, CellTiter-Glo ATP luminescence, 72 h. Potency, µM (doses to about 46.1 µM), without a hit: top-dose activity change, negative = cytotoxic, hits mostly cytotoxic; further: on the % scale 0 is the no-effect control and ±100 the full control effect; nearly all actives have a fitted effect of over 60% in size
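Parental KB-3-1 adenocarcinoma cells in phenol-red-free DMEM with 10% FBS were pin-treated with compounds at several concentrations, incubated 72 h at 37 °C, and viability read by CellTiter-Glo luminescence; concentration-effect curves were fitted after normalization.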
GLP-1R inv ag: GLP-1 receptor (human) inverse agonism | HEK293 GLP-1R CRE-luciferase, luminescence, 24 h; GLP-1R form is constitutively active | Potency, µM (series often up to 38.3 µM), without a hit: top-dose activity change, negative = inhibition, actives largely listed as inhibitors | actives 1.6% (n = 410,000) | AID 624417; further: on the % scale 0 is the no-effect control and ±100 the full control effect; nearly all actives have a fitted effect of over 55% in size
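HEK293 cells stably co-expressing constitutively active GLP-1R and a cAMP-responsive luciferase reporter were seeded in DMEM with 10% Nu serum, given compounds after 12 h, and incubated 24 h at 37 deg C. Luminescence was then read.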
HT1080-NT tox: kills 2HG-producing HT-1080-NT fibrosarcoma cells. HT-1080-NT fibrosarcoma viability, CellTiter-Glo ATP luminescence, 48 h. Potency, µM (series often up to 46.1 µM), for the others: at the top dose activity, negative = less viability, most hits filed as cytotoxic. actives 1.6% (n = 360,000). AID 686970;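 further: NT is the 2HG producing partner of a matched IDH1 knockdown line; 0% = DMSO-treated cells and -100% = media-only wells without cells; nearly all actives have a fitted effect of over 55% in size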
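Fibrosarcoma NT cells, 750 per well in 5% FBS RPMI, were exposed to compound for 48 hours. Viability: CellTiter-Glo luminescence.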
TDP-43 yeast inh: TDP-43 toxicity inhibition in yeast; TDP-43 expressing yeast growth rescue, BacTiter-Glo, 24 h; AID 652104; actives 1.8% (n = 410,000); Potency, µM (top dose mostly 46.1 µM), for inactives: at the highest dose growth rescue (activation), actives largely listed as activators; further: % of control where 0% means no effect; nearly all actives have a fitted effect of over 50% in size
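Readout is BacTiter-Glo luminescence of cell growth, so inhibitors register as activators. TDP-43-expressing yeast at OD600=0.02 in galactose medium, after raffinose pregrowth to mid-log, were incubated with compound for 24 hr at 30 deg C.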
GLP1R cytotox: cytotoxicity counter-screen for GLP-1 receptor inverse agonists; actives 0.13% (n = 410,000); AID 624418; Potency, µM (doses to about 38.3 µM), for inactives: top-dose activity change, negative = inhibition, usual class: inhibitors; HEK293 cAMP-luciferase reporter cells, luminescence, 24 h;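 further: loss of luciferase light is scored as toxicity; on the % scale 0 is the no-effect control and ±100 the full control effect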
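Step one: seed cells (200 cells/uL, DMEM with 10% Nu serum, 1% pen-strep). Step two: 12-hour incubation at 37 deg C. Step three: pin 23 nL compound, incubate 24 hr. Step four: add luciferase reagent, read luminescence 12 min later.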
* marks the source's active call; other numbers are inactive results; ? = inconclusive; . = not tested or not shown; & = joins results of further samples; [ ] = another dose, or the depositor's remark. The call rests on the fitted dose curve; in most records, active means well fitted curve in the direction sought with a large enough effect; inconclusive means small, poorly fitted or top-dose-only effect, or another doubt; inactive means no such curve, though single readings can be large; an effect the other way counts as inactive or inconclusive. Potency means the concentration at half of the fitted maximal effect. An unsorted share of the library, and some 9.4% of all compounds hit somewhere here.

SMILES	KB-V1 MDR tox	HT1080 IDH1KD tx	GLP-1R agonist	SW480 rereplic	KB-3-1 tox	GLP-1R inv ag	HT1080-NT tox	TDP-43 yeast inh	GLP1R cytotox
CCOc1ccc(NC(=S)NC(=O)c2ccco2)cc1	19%	7%	9%	0%	1%	?	15%	6%	?
Cc1c(CC(=O)N2CCN(C(=O)C3COc4ccccc4O3)CC2)c(=O)oc2cc(O)cc(O)c12 (stereo not drawn)	-17%	2%	-5%	?	-2%	?	-1%	-7%	366%[activator]
Cc1cc(C)cc(-n2ncc3c2CCCC3NC(=O)c2cc(C)oc2C)c1 (stereo not drawn)	?	-18%	0%	2%	-8%	13µM*	-15%	3%	-8%
O=C(NCCOc1cccc(Cl)c1Cl)c1cc(-n2cnnc2)ccc1Cl	-24%	-21%	0%	-7%	26%	9%	-26%	-15%	10%
COC(=O)c1ccc(CNC(=O)COC(=O)COc2ccc(OC)cc2)cc1	0%	8%	6%	-6%	4%	9%	9%	-34%[inhibitor]	17%
O=C(NCc1ccc2c(c1)OCO2)c1c[nH]c2ccc(S(=O)(=O)N3CCOCC3)cc2c1=O	5%	5%	-1%	-8%	1%	-4%	-18%	-17%	-17%
CC1C(=O)N(Cc2cn(CCC3OCCO3)nn2)CCS(=O)(=O)N1Cc1ccc(-c2ccc(Cl)c(Cl)c2)cc1 (stereo not drawn)	?	?	-4%	.	?	?	?	16µM*	11%
CCC(C)N(C(=O)COC(=O)/C=C/c1ccc(O)c(OC)c1)C1CCS(=O)(=O)C1 (stereo not drawn)	-8%	-6%	4%	18%	12%	16%	0%	-9%	18%
Cc1ccc(NC(=O)c2c(C)nc3ccccn23)cc1C	3%	3%	14%	2%	5%	19%	10%	-13%[9.22 µM]	-11%
COC(=O)C1[C@H]2SC(C)(C)C(C(=O)OC)N2C(=O)N1Cc1nc2ccccc2s1 (stereo partly drawn)	6%	-1%	7%	1%	-3%	25%	6%	4%	-10%
O=C(NCCNC(=O)c1ccccn1)c1ccc(-c2ccccc2)cc1	6%	-9%	16%	-3%	1%	5%	-17%	-4%[1.82 µM]	-5%
COc1ccc(CNC(=O)C2CC(c3ccccc3[N+](=O)[O-])=NO2)cc1 (stereo not drawn)	-10%	0%	5%	-11%	-1%	10%	-1%	?	6%
CN1CCN(CCNC(=O)Cn2c(=O)c3cccn3c3ccc(F)cc32)CC1	-9%	0%	6%	-1%	2%	2%	1%	4%	2%
COc1ccccc1S(=O)(=O)Nc1ccc(S(=O)(=O)Nc2nccs2)cc1	?	7%	5%	-6%	-4%	10%	3%	-3%	-12%
Cc1cc(C)c2cc(C#N)c(NCCNC(=O)c3ccccc3)nc2c1	?	1%	.	.	14%	10%	21%	8%	1%
O=C(Cc1ccccc1)N(Cc1cccnc1)c1nc2c(Cl)cccc2s1	-12%	.	.	.	-23%	?	.	20µM*	-6%
O=C1c2ccccc2C(=O)N1c1cccc(-c2nc3ccccc3o2)c1	-8%	16%	-12%	-6%	-6%	-7%	14%	-5%	0%
O=C(NC1CCCCC1)C(c1ccc(F)cc1)N(C(=O)Cc1ccsc1)c1ccc(F)cc1 (stereo not drawn)	-4%	0%	-2%	-8%	1%	-6%	-3%	-16%	11%
CCC(C)(C)NC(=O)Cc1ccc(Cl)cc1	-13%	-1%	2%	-2%	17%	-2%[7.66 µM]	1%	7%[9.22 µM]	0%[7.66 µM]
CCOC(=O)Cc1cnc(NC(=O)c2ccccc2)s1	2%	15%	-3%	-8%	0%	35%[activator]	3%	-5%	8%
Cc1ccnc(NCc2ccc(Cl)cc2)c1	-28%	?	1%	?	?	-28%	?	5%	-16%
CCOC(=O)C1CCN(CCC(=O)Nc2cc(C)ccc2C)CC1	1%	6%	-1%	4%[1.84 µM]	5%	8%	9%	.	8%
CCOc1ccc(NC(=O)COc2cccc3cccnc23)cc1S(=O)(=O)N1CCCC1	21µM*	?	4%	.	?	0%	-14%	17%	-7%
CC(=O)Oc1ccc([C@@H]2COc3c(ccc4c3C=CC(C)(C)O4)C2)c(OC(C)=O)c1	-24%	10%	6%	4%	?	-22%	10%	?	-13%
CCCc1cc(=O)oc2cc(OCC(=O)NCCN3CCOCC3)c(Cl)cc12	-29%	-1%	-6%	.	-9%	25%	-3%	0%	-3%

(list continues)
SMILES	KB-V1 MDR tox	HT1080 IDH1KD tx	GLP-1R agonist	SW480 rereplic	KB-3-1 tox	GLP-1R inv ag	HT1080-NT tox	TDP-43 yeast inh	GLP1R cytotox
CCN(Cc1ccccc1)C(=O)C(C)OC(=O)c1cc(S(=O)(=O)Nc2c(C)n(C)n(-c3ccccc3)c2=O)ccc1C (stereo not drawn)	-16%	-5%	-1%	-64%[inhibitor]	4%	-22%	-2%	-11%	-10%
COc1ccc(C(=O)Nc2cccc(-c3ccc4nncn4n3)c2)cc1OC	6%	6%	17%	0%	?	2%	5%	-20%	0%
Cc1nc2ccc(NC(=O)c3ccc(Cl)c(NC(=O)c4cccs4)c3)cc2s1	23µM*	-18%	3%	-8%	1%	2%	-15%	0%	5%
COC(=O)C1=NNCC12CC(=O)N(c1ccc(Br)cc1)C2=O (stereo not drawn)	?	6%	1%	-2%	-4%	5%	24%	-12%	2%
Cc1ccc(C(=O)N/N=C\c2ccc(-c3ccc(Cl)c(Cl)c3)o2)cn1	0%	18µM*	-5%	?	0%	?	16µM*	-21%[1.82 µM]	-26%
Cc1nnc(NC(=O)C2(c3ccccc3)CCOCC2)s1	8%	-6%	2%	2%	11%	-4%	3%	1%	13%
CC(C)Cc1nc2ccccc2n1CCc1ccccc1	?	-14%	18%	-5%	-1%	13µM*	?	6%	?
COCOCCn1cc(CN2CCS(=O)(=O)N(Cc3ccc(-c4ccc(Cl)nc4)cc3)C(C)C2=O)nn1 (stereo not drawn)	-8%	-2%	10%	.	-35%	16%	-2%	24%	13%
CC(CCCC(C)(C)O)NC(=O)c1cc(COc2ccc3ncccc3c2)on1 (stereo not drawn)	5.8µM*	-22%	10%	-10%	?	-19%	-5%	12%	-1%
C[C@H](NC(=O)OCc1ccccc1)C(=O)NNC(=O)[C@H](Cc1ccccc1)NC(=O)OC(C)(C)C	18%	6%	1%	-5%	10%	1%	1%	15%	-2%
COc1ccc(CCC(=O)N2c3ccccc3N=C(c3ccc4c(c3)OCO4)C2C(=O)NCc2ccccc2)cc1 (stereo not drawn)	?	-1%	.	.	-18%	?	-2%	16%	21%
COc1ccccc1NC(=O)N1C2CCCC1CC(NC(=O)c1ccccc1)C2 (stereo not drawn)	2%	-1%	6%	-10%	-4%	-14%	-2%	-11%[0.397 µM]	-33%
Cc1nc2c(=O)[nH]c(=S)[nH]c2[nH]c1=O	17%	1%	-1%	1%	-1%	2%	1%	-2%	-2%
COc1cccc(C(=O)Nc2nnc(S(=O)(=O)N3CCCc4ccccc43)s2)c1	5%	.	.	.	10%	?	.	23%	-8%
CCOc1ccc2nc(N3CCC(C(=O)NCCCN4CCOCC4)CC3)sc2c1	0%	-10%	13%	2%	-3%	?	0%	2%	4%
Cc1ccc(OCc2nnc(-c3ccc(Cl)cc3)o2)cc1	-14%	-1%	5%	-6%	9%	-17%	1%	0%	-4%
C(=N/n1c2ccccc2c2ccccc21)/c1ccco1	0%	-14%	3%	-2%	13%	?	-8%	23%	0%
CC(C)c1ccc(CNC(=O)C(=O)Nc2nccs2)cc1	-21%	1%	-1%	4%	-1%	8%	2%	7%	-8%
CC(=O)c1cccc(NC(=O)Cn2c(=O)oc3cc(S(=O)(=O)N4CCCC4)ccc32)c1	29%&-4%	8%	5%&0%	-3%	16%&-1%	13%&2%	10%	2%&-12%	-5%&11%
N#Cc1ccc(-c2ccc(OCC(=O)NN=Cc3ccncc3)cc2)cc1	-15%	6%	21%	1%	17%	8%	2%	-1%	-13%
Cc1ccc(-n2c(SCC(N)=O)nc3c(c2=O)C2(CCCC2)Cc2ccccc2-3)cc1	10µM*	-4%	-9%	0%	?	?	-6%	-6%	?
Cc1cc(C)nc(NC(=O)c2ccc(Cl)cc2)n1	-1%	3%	4%	1%	-8%	-16%	-2%	-6%	-2%
O=[N+]([O-])c1ccc(N2CCc3ccccc3C2)nc1	?	2%	25%	-5%	-2%	10%	-3%	13µM*	-7%
COCCCNCCCCSc1ccc(Cl)cc1	-10%	-16%	20%	-6%	-6%	11µM*	-11%	-6%	-4%
CCCSc1nc2c([nH]1)c(=O)n(C)c(=S)n2C	4%	12%	-2%	-9%	-9%	20%	12%	2%	7%
O=C(c1ccco1)n1c(=S)nc2ccccn21	-4%	?	-15%	9%	0%	17%	?	7%	-40%
Cc1ccc(Nc2ccc(NCc3ccccc3)nn2)cc1C	?	-2%	-3%	-4%	-4%	?	1%	-12%	1%
CSCCC(NC(=O)c1ccccc1Cl)C(=O)N(C)Cc1cccs1 (stereo not drawn)	.	3%	17%	-3%	.	-22%	2%	-2%	16%

Entries of single compounds as entered above:
Cc1nc2c(=O)[nH]c(=S)[nH]c2[nH]c1=O in the list: KB-V1 MDR tox: 17%; HT1080 IDH1KD tx: 1%; GLP-1R agonist: -1%; SW480 rereplic: 1%; KB-3-1 tox: -1%; GLP-1R inv ag: 2%; HT1080-NT tox: 1%; TDP-43 yeast inh: -2%; GLP1R cytotox: -2%
Cc1ccc(C(=O)N/N=C\c2ccc(-c3ccc(Cl)c(Cl)c3)o2)cn1 in the list: KB-V1 MDR tox: 0%; HT1080 IDH1KD tx: 18µM*; GLP-1R agonist: -5%; SW480 rereplic: ?; KB-3-1 tox: 0%; GLP-1R inv ag: ?; HT1080-NT tox: 16µM*; TDP-43 yeast inh: -21%[1.82 µM]; GLP1R cytotox: -26%
COCCCNCCCCSc1ccc(Cl)cc1 in the list: KB-V1 MDR tox: -10%; HT1080 IDH1KD tx: -16%; GLP-1R agonist: 20%; SW480 rereplic: -6%; KB-3-1 tox: -6%; GLP-1R inv ag: 11µM*; HT1080-NT tox: -11%; TDP-43 yeast inh: -6%; GLP1R cytotox: -4%
